# mcGAS MS inh = inhibitors of Mus musculus cyclic GMP-AMP synthase, initial high-throughput assay, cell-free, RapidFire MS. 130,000 tested, 0.18% active. recombinant mouse cGAS, cGAMP by RapidFire MS. Q8C6L5. inhibition, % at 12.5 µM;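 active = inhibition of cGAS enzyme activity at or above 60%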;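 also: enzyme stimulated by 45 bp dsDNA with ATP and GTP substrates; cGAMP share of summed cGAMP plus half ATP and half GTP signals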
# Target sequence (Q8C6L5 whole entry, looked up): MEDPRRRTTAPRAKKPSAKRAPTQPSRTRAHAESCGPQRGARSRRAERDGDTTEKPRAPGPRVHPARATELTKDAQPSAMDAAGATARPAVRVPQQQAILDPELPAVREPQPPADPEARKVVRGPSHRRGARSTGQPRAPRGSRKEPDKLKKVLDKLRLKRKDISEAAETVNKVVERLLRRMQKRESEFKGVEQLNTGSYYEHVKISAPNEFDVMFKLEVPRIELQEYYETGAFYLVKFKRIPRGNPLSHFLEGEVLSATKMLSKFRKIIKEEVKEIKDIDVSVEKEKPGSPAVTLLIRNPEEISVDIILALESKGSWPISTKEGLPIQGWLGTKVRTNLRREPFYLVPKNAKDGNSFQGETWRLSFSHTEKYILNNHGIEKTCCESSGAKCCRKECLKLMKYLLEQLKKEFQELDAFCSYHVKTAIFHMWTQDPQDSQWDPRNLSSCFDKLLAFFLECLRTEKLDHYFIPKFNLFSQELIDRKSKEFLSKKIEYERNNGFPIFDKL
# Active calls of the source: *; & = joins results of further samples.
mcGAS MS inh | smiles
-1.3 | O=C(c1ccc(-c2cccc(C(F)(F)F)c2)o1)N1CCN(S(=O)(=O)c2ccccc2F)CC1
7.5 | CC(=O)NCCNc1nc(NCC2CC2)nc2cc(-c3ccccc3)sc12
4.4 | CCn1ccc(C(=O)Nc2sccc2C(=O)NC)n1
-2.7 | CC(C)CC(c1ncnn1C)n1cc(-c2ccc3c(c2)OCCO3)nn1 (stereo unspecified)
-5.8 | C/C(=C/C(=O)N1CCCC1C(N)=O)c1ccccc1OC(F)F (stereo unspecified)
-10.7 | CCOc1cc(S(=O)(=O)n2ccnc2CC)c(C)cc1C
-5.9 | CCC1CCCN(Cc2nc3c(cnn3-c3ccccc3)c(=O)[nH]2)C1 (stereo unspecified)
-9.4 | c1cnc(Sc2ccc(CNCc3noc(C4CCCO4)n3)o2)nc1 (stereo unspecified)
-0.3 | CN(C)CCCNC(=O)c1c(OCc2ccccn2)nn2ccsc12
-8.9 | COc1cc2c(cc1NC(=O)c1ccc3ccccc3n1)oc1ccccc12
-10.7 | O=C(CC1COCCN1)NCc1csc2ccc(Cl)cc12 (stereo unspecified)
-8.0 | CC(C)c1cccc(N(C)C(=O)Cc2ccc(S(N)(=O)=O)cc2)c1
-8.5 | O=C(NCCOc1ccc(F)cc1)c1ccc([N+](=O)[O-])cc1Cl
-6.4 | CNC(=O)C(=O)NCCCn1ccnc1
-1.2 | COCCN(C)c1nc2nonc2nc1N1CCCCCC1
-6.5 | CNC(=O)c1ccc(C2CCCN2C(=O)c2cnc3ccnn3c2C)s1 (stereo unspecified)
5.4 | CNC(=O)C(C)N(C)Cc1ccccc1OC(F)F (stereo unspecified)
0.9 | Cc1ccc(N)cc1S(=O)(=O)N1CCN(CC(F)(F)F)CC1
-6.4 | Cc1ccc(NC(=O)NC(=O)C(C)Sc2nnnn2C(C)C)c(C)c1 (stereo unspecified)
-10.9 | CC(C)(N)COc1ccc(C(F)(F)F)cn1
-16.4 | CN(CCCn1cccn1)C(=O)[C@]12CC[C@](C)([C@@H](O)C1)C2(C)C
-0.9 | Cc1cc2c(cc1C(=O)N1CCOC(C(F)(F)F)C1)OCCO2 (stereo unspecified)
-0.7 | COCCC1(CNC(=O)CCC(=O)c2ccccc2)CC1
-15.1 | O=C(O)COc1ccccc1CN1C[C@@H]2[C@@H]3CC[C@@H](C3)[C@@H]2C1
2.1 | Cn1c(=O)c2ccc(C(=O)N(Cc3ccc(C#N)cc3)CC(F)(F)F)nc2n(C)c1=O
1.4 | Cc1cccc(-n2nc(-c3ccccc3Cl)cc2C(=O)O)c1
-0.2 | Cc1ccccc1Cn1cnc2c(nnn2C)c1=O
-2.4&-2.2 | Cc1cc(C)n(-c2ccc(C(=O)N3CCC(CO)(Cc4ccccc4)CC3)cc2)n1
-10.5 | CCCCn1cnc2c(-c3ccccc3)cn(CC(=O)N3CCN(c4ccc(F)cc4)CC3)c2c1=O
-6.5&-6.4&-3.8 | C[N+]1(C)CCC(OC(=O)C(O)(c2ccccc2)C2CCCC2)C1 (stereo unspecified)
-2.5 | Cc1ccc(S(=O)(=O)N(C(=O)C2CCC2)c2ccc(O)cc2)s1
-2.2 | COc1ccc(S(=O)(=O)NC(C)Cn2cccn2)cc1OC (stereo unspecified)
-10.3 | CCCNC(=O)c1nnc2n1CCN(C(=O)C(c1ccccc1)c1ccccc1)C2
-8.7 | Cc1c(CC(=O)N2CCSCC2)c2c(n1CC1CCCO1)CCCC2=O (stereo unspecified)
-14.0 | CC(C)c1nccc(C2CC(=O)Nc3n[nH]c(-c4ccccc4)c32)n1 (stereo unspecified)
-5.5 | Cc1cnc(CN(C)C(=O)C23CC4CC(C)(CC(C)(C4)C2)C3)[nH]1
-12.7 | C/C(=N/NC(=O)CSc1nnc(-c2ccccc2)n1-c1ccccc1)c1ccco1
88.0* | O=C1OC(c2ccccc2)OC(=O)C1=C/C=C/c1ccccc1 (stereo unspecified)
-56.5 | C[n+]1ccn2cccc2c1-c1ccccc1
0.9 | CN(C)C(=O)C1CCCN1C(=O)c1ccoc1 (stereo unspecified)
-7.2 | Cc1ccc(C(=O)NCC(=O)N2CCN(c3nccs3)CC2)cc1C
-3.8 | CC(=O)NS(=O)(=O)c1ccc(N=Cc2nc(-c3cccc4ccccc34)oc2O)cc1
-13.9 | Cc1cc(N(C)CC2CCCCO2)nc(-c2cccnc2)n1 (stereo unspecified)
-3.3 | CCCCNC(=O)[C@@H]1CC=CC[C@@H]1C(=O)N1C[C@H]2C[C@H](O)[C@H](O)C[C@H]2C1
-1.7 | Cc1ccc(OC(=O)Cn2cnc3c2c(=O)n(C)c(=O)n3C)cc1C
-12.7 | COc1ccccc1NC(=O)NCCS(=O)(=O)c1c(C)n(Cc2ccccc2)c2ccccc12
-4.3 | CCNC(=O)C1(C)CCCN(Cc2cc(-c3ccccc3)n(C)n2)C1 (stereo unspecified)
-7.6 | NCC(O)CC(=O)O (stereo unspecified)
-3.3 | COc1ccc(C=C(C#N)C(N)=S)cc1O
-3.3 | CCN(Cc1nccc(N)n1)Cc1ccccc1C

# The list continues:
mcGAS MS inh | smiles
-5.3 | O=C(O)C1CC2(CCNCC2)CN1Cc1cccc2nonc12 (stereo unspecified)
-7.9 | O=C(c1ccn[nH]1)N(Cc1cccc(O)c1)CC1CC1
-0.5 | O=S1(=O)CCCC(NCc2cc(Cl)cc(Cl)c2OC(F)F)C1 (stereo unspecified)
-1.0 | CC(C)CC(=O)Nc1cccc(CNCc2csc(C(C)C)n2)c1
-6.3 | CC(C)CCN1CCNC(=O)C1CC(=O)N1CCN(c2cnccn2)CC1 (stereo unspecified)
-4.4 | COc1ccc(S(=O)(=O)NC(=O)C2(C)CCN2C(=O)CCC2CCCC2)cc1 (stereo unspecified)
-11.3 | COC(=O)c1cc2n(n1)CCN(c1ncccn1)C2
23.2 | Cc1cccnc1C1=NOC(C)C(=O)N1Cc1ccc2c(c1)OCO2 (stereo unspecified)
-48.5 | Cc1cccc(-n2ccc3nc(N4CCCCC4)ncc3c2=O)c1
-2.7 | COC(=O)CNC(=O)COC(=O)c1ccc([N+](=O)[O-])o1
3.7 | O=c1c2c(C3CC3)csc2[nH]c(=S)n1C1CCCCC1
-36.0 | Cc1sc2ncnc(N3C[C@@H]4[C@H](C3)[C@H]3CC[C@@H]4O3)c2c1C
-1.2 | O=C(NCc1ccc2c3c(cccc13)C(=O)N2)c1ccc(Br)cc1
-31.3 | Cc1ccc(-n2c(=O)[nH]c3c(C(=O)Nc4cccc(C)c4)cn(C)c3c2=O)cc1
-13.1 | C#CCCOC(=O)c1ccncn1
-5.5 | CCn1cnnc1C(C)NC(=O)c1ccc2c(c1)nnn2C (stereo unspecified)
-6.2 | CCC(C(=O)N1CCc2c(nc(-c3cccnc3)[nH]c2=O)C1)n1cccn1 (stereo unspecified)
-8.3 | Cc1ccc(S(=O)(=O)n2nc(C)c(S(=O)(=O)N3CCCC(C)C3)c2C)cc1C (stereo unspecified)
-5.7 | CCOc1ccc(C(=O)Nn2cnc3c(cnn3-c3ccc(C)c(C)c3)c2=O)cc1
-18.9 | c1n[nH]c(SCCCCSc2ncn[nH]2)n1
-20.3 | Cn1cc(NC(=O)c2cccc(CN3CCCC(O)C3)c2)cn1 (stereo unspecified)
-6.4 | O=C(COc1ccc(Cl)cc1)N=Nc1c(O)[nH]c2ccccc12
-12.6 | O=C(/C=C(/c1ccccc1)C(F)(F)F)c1cccs1
-11.9 | CC(C)N(CC1CC1)C(=O)C[C@@H]1C[C@@H]2C=C[C@H]1C2
0.2 | COc1ccc(-n2nc(C#N)c(C)c(C(=O)O)c2=O)cc1
10.3 | O=c1[nH]c(=S)[nH]nc1-c1ccc2c(c1)OCCO2
-6.7 | CC(=O)N1CCN(Cc2cccc(N)n2)CC1
-9.2 | Cc1oc2c(c(C)cc3o/c(=N\O)c4c(c32)CCC4)c1C
-5.4 | COC(=O)c1cccc(C(=O)NC2CCCN(C3CCCCCC3)C2)c1 (stereo unspecified)
2.0 | CC1CCC(=O)N1c1ccc(NS(=O)(=O)NCc2ccccc2)cc1 (stereo unspecified)
0.5 | Nc1ncnc2c1ncn2CCN1CCOCC1
55.6 | O=C1c2ccccc2C(=O)c2oc(-c3cc([N+](=O)[O-])cc([N+](=O)[O-])c3)nc21
-11.0 | CCn1ccnc1CS(=O)(=O)c1nccs1
-11.3 | O=C(CC1=CCCCC1)NC1CC(=O)N(Cc2ccc(F)cc2)C1 (stereo unspecified)
-8.2 | CCc1noc(C)c1C(=O)Nc1cc(F)ccc1N1CCCCC1
-14.2 | NCC1CCN(C(=O)c2cccc(-c3cc4ccccc4oc3=O)c2)C1 (stereo unspecified)
-14.0 | CCOC(=O)N1CCN(/C=C(\C#N)C(=O)NCCc2ccccc2)CC1
11.6 | Cc1cc(C)c(C)c(OCCC(=O)N2CCCN(C(N)=O)CC2)c1
5.6 | Cc1ccc2nc(C)c(NC(=O)c3ccc(C(F)(F)F)cc3)c(=O)n2c1
7.2 | Cn1c(-c2ccc3nc(N)sc3c2)nc2cc(N)ccc21
-4.0 | CC(C)Cn1c(=S)[nH]c2sc3c(c2c1=O)CCC3
-7.0 | CC(=O)Nc1nc(C)c(C(C)C)s1
-6.2 | O=C1c2cccc3cccc(c23)C(=O)N1CCO
0.3 | Fc1ccc(CNc2ncnc3[nH]ncc23)cc1
-4.5 | CN(C)c1ccc(CNC(=O)c2ccc(C(F)(F)F)nc2)cc1
-12.7 | O=C(Cn1[nH]c(=O)c2ccccc2c1=O)N1CCN(C(=O)c2ccc(F)cc2)CC1
-13.1 | Cc1noc(C)c1S(=O)(=O)Nc1ccc2c(c1)OCCO2
-8.1 | CC1Oc2ccccc2N(CC(=O)Nc2ccnn2Cc2cccc(Cl)c2)C1=O (stereo unspecified)
-11.9 | O=C(O)CN1CCN(C23CC4CC(CC(C4)C2)C3)CC1
-11.0&-3.5 | Cc1n[nH]c(C)c1CCN(C)C(=O)C1CCC(=O)N(CCc2ccccn2)C1 (stereo unspecified)

# (next part)
mcGAS MS inh | smiles
-2.6 | Cc1ccc(S(=O)(=O)n2nc(C)c(S(=O)(=O)N(C)c3ccccc3)c2C)cc1
-11.1 | CC(C)N(C(=O)CN(CCO)Cc1ccccc1)c1ccccc1
-3.3 | c1ccc(-c2csc(CCn3ccnc3-c3ccncc3)n2)cc1
-3.5 | CC(C)c1cccc(N2CC(C(=O)Nc3ccccc3C(=O)NC3CC3)CC2=O)c1 (stereo unspecified)
-0.6 | CC(C)(C)c1cc(NC(=O)COc2ccccc2Cc2ccccc2)n(C2CCS(=O)(=O)C2)n1 (stereo unspecified)
-10.6 | CC(C)NC(=O)C1(C)CCCCCN1Cc1ccc(-c2ccccc2)cc1 (stereo unspecified)
-7.0 | CCCCNC(=O)C1(C)CCN1Cc1cccc(OC)c1F (stereo unspecified)
-5.5 | C=CCNc1nnc(SCC(=O)NCc2ccc(Cl)cc2)s1
-8.7 | CCc1cc(N2CCCC(Cn3cncn3)C2)nc(-c2ccncc2)n1 (stereo unspecified)
-3.8 | O=C(c1ccccn1)C1CCCN(Cc2nc(COc3ccccc3)no2)C1 (stereo unspecified)
-0.3 | O=C(C1CC2(CCNCC2)CN1)N1CCC(c2nc3ccccc3[nH]2)CC1 (stereo unspecified)
-17.3 | Cc1ccc(-c2ccnc(NC(C)Cn3cncn3)n2)c(C)n1 (stereo unspecified)
16.8 | CCCSc1n[nH]c(=S)s1
-10.7 | CCN=C1NS(=O)(=O)c2ccccc21
-24.9 | CNC(=O)NC(=O)CSc1nc2cc(-c3ccc(C)cc3)sc2c(=O)n1C1CC1
17.7 | Cc1nc(C)c(C(=O)O)s1
-4.0 | Nc1nc(SCC(=O)c2c(N)n(C3CC3)c(=O)[nH]c2=O)n[nH]1
-11.1 | COc1ccc(CNC(=O)c2cn(Cc3ccc(OC(C)=O)cc3)c(=O)s2)cc1
-3.4 | CN(C)C=CC(=O)c1cc2ccccc2oc1=O
-22.3 | CC(Cn1cncn1)NS(=O)(=O)c1ccc2c(c1)N(C)CCC2 (stereo unspecified)
-4.6 | CCn1ccc(=O)[nH]c1=O
0.0 | Cn1c(=O)n(CCN2CCOCC2)c(=O)c2c1nc1n2CCCN1Cc1ccccc1
-2.6 | Cc1ccc2oc(=O)cc(-c3sc4nc(C)cc(C)c4c3N)c2c1
-4.4 | COc1ccc(NC(=O)CCC2CCCN(C(=O)C3=CC(=O)CC(C)(C)O3)C2)cc1Cl (stereo unspecified)
-47.9 | CC1c2[nH]c3ccccc3c2CCN1C(=O)CCCc1nc(C(C)(C)C)no1 (stereo unspecified)

# Records above that bear a hit mark in mcGAS MS inh:
mcGAS MS inh | smiles
88.0* | O=C1OC(c2ccccc2)OC(=O)C1=C/C=C/c1ccccc1 (stereo unspecified)

# Part of the list above in order of length of the SMILES, rising.
mcGAS MS inh | smiles
-4.6 | CCn1ccc(=O)[nH]c1=O
4.4 | CCn1ccc(C(=O)Nc2sccc2C(=O)NC)n1
-4.0 | CC(C)Cn1c(=S)[nH]c2sc3c(c2c1=O)CCC3
-10.6 | CC(C)NC(=O)C1(C)CCCCCN1Cc1ccc(-c2ccccc2)cc1 (stereo unspecified)
-3.8 | CC(=O)NS(=O)(=O)c1ccc(N=Cc2nc(-c3cccc4ccccc34)oc2O)cc1

# (more compounds)
mcGAS MS inh | smiles
-3.8 | CCCC1(CCC)NC(=O)N(CC(=O)NC2CCCCCC2)C1=O
-0.7 | OC1(c2ccc(F)cc2)CSC(=Nc2cccnc2)N1Cc1ccco1 (stereo unspecified)
-7.1 | O=C(c1ccc(Cn2ccnc2)o1)N1CCCC(CCc2ccccc2F)C1 (stereo unspecified)
-17.4 | Cc1nn(C)c(N2CCOCC2)c1CN(C)Cc1[nH]c2ccccc2c1C
-6.3 | CCNC(=O)CN1CCN(Cc2cnc3c(-c4ccccc4)cnn3c2)CC1
-23.6 | COc1cc(-c2cccc(CN3CCOCC3)c2)ncn1
-4.5 | COc1ccc(-c2cn(-c3ccc(OC)cc3)c3[n+]2-c2ccccc2CC3)cc1
-3.6 | C=CCn1c(=O)c2c(nc3n(-c4ccc(Cl)cc4)c(C)cn23)n(C)c1=O
-11.8 | c1ncn(-c2ccc(NCC3CCOCC3)cc2)n1
-3.1 | CCCC(C#N)NC(=O)c1cccc(-c2csc(C)n2)c1 (stereo unspecified)
1.2 | O=C(c1noc2c1CCCCC2)N1CCOCC1

# Only part of the results is shown, so the mix of outcomes need not match the whole.
